Assay outcomes from PubChem.
PriA SSB inh – inhibitors of Klebsiella pneumoniae PriA binding to SSB C-terminal tail, primary screen, biochemical, AlphaScreen. hit rate 0.6% among 430,000. inhibition, % at 33 µM. AID 1272365, 2023. AlphaScreen SSBct-PriA binding, biotinylated peptide. PriA–SSB C-terminal tail interaction (Klebsiella pneumoniae); in the data active = inhibition mostly above about 37%, no sharp cut-off; inactive = mostly below about 20%;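 also: plate controls were negative control peptide for no effect and reference peptide for full effect; strong numbers were not always called active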
* marks the source's active call; other numbers are inactive results; & = joins results of further samples.

compound | PriA SSB inh
CC1(C)CC(=NNc2ccc([N+](=O)[O-])cc2[N+](=O)[O-])C(C)(C)O1 | 5
Cc1cc(F)ccc1S(=O)(=O)N1CC(Oc2cc(C)n(C)c(=O)c2)C1 | -6
Cc1ccccc1-c1noc(-c2sccc2S(=O)(=O)N(C)c2ccc(Cl)cc2)n1 | 10
Cc1cc(C(=O)NCC2CCN(C(=O)c3ccoc3)CC2)no1 | -4
O=S(=O)(c1ccc(Br)s1)N1CC(c2nc(-c3cccc(Cl)c3)no2)C1 | -7
Cc1ccccc1-c1noc(CSc2nc(C)c(CCO)c(=O)[nH]2)n1 | -4
CN(C)C(CNC(=O)C(=O)Nc1cccc([N+](=O)[O-])c1)c1cccc2ccccc12 (stereo not given) | 14
N#Cc1ccc(Cl)cc1NC(=O)C(=O)NCCCN1CCOC(c2ccccc2)C1 (stereo not given) | -8
CC(C)c1ccc(C=NNC(=O)c2ccccc2Cl)cc1 | -11
Cc1ccc(S(=O)(=O)N2CCN(CC(=O)NN=Cc3ccc(O)c(O)c3)CC2)cc1 | -2
COc1ccc(S(=O)(=O)NCCCn2ncccc2=O)cc1 | 8
O=[N+]([O-])c1cccc(/C=C/C=NNc2nc(N3CCCCC3)nc(N3CCCCC3)n2)c1 | 0
CC(C)NC(=O)C(=O)NCCN1CCOC(c2ccccc2)C1 (stereo not given) | -3
Cc1cccc(N2CCN(C(=O)CCc3csc(NC(=O)Nc4ccccc4)n3)CC2)c1 | -24
N#Cc1cc2c([nH]c1=O)CCN(C(=O)Cc1ccc(Br)cc1)C2 | -3
Cn1nc(CNC(=O)c2cccn(C)c2=O)cc1C1CC1 | 6
COc1ccc(NC(=O)c2c(F)cccc2Cl)cc1N1CCCCC1=O | -16
Cc1noc(CNC(=O)C2(c3ccccc3)CCOCC2)n1 | -13
COc1ccc(-n2cc(C(=O)NCc3ccc(SC)cc3)nn2)cc1 | 3
CCN1C=CC=C/C1=C(/C#N)c1nc(-c2ccccc2)cs1 | 108*
Cc1nc2cc(NC(=O)COc3ccnc4c3CCCC4)ccc2s1 | -22
Cc1nnc(SCC(=O)NN=Cc2cn(-c3ccccc3)nc2-c2ccccc2)n1-c1ccccc1 | -17
COC(=O)NC(C(Cl)(Cl)Cl)P(=O)(OC)OC (stereo not given) | -7
CC(=CC(=O)c1cccnc1)Nc1ccc(C)c(C)c1 | 9
COc1ccc(C(O)CNS(=O)(=O)c2cc(Cl)ccc2OC)cc1OC (stereo not given) | -20
Cc1cccc(NCCNC(CC(=O)Nc2ccc(F)cc2)C(=O)O)c1 (stereo not given) | -5
CCN(CC)S(=O)(=O)c1ccc(C(=O)N(Cc2cnc3ccccn23)C2CC2)cc1 | 6
COC(C)(CNC(=O)Cc1ccsc1)c1cccc(Cl)c1 (stereo not given) | -3
COc1ccc2cc1Oc1ccc(cc1)C[C@H]1c3cc(c(OC)cc3CCN1C)Oc1c(O)c(OC)cc3c1[C@H](C2)N(C)CC3 | 15
COc1ccc(CCNc2nnc(-c3ccc(C)cc3)c(=O)[nH]2)cc1OC | 4&23
Cc1cccc2sc(NC(=O)c3ccc(F)cc3)nc12 | -10
Cc1cc(NC(=O)CCS(=O)(=O)c2ccccc2)on1 | 1
Cc1nn(C(C)C)c(C)c1S(=O)(=O)NCC(C)(O)c1cc2ccccc2s1 (stereo not given) | -27
O=C(Cc1cccs1)Nc1nc2ccc(Cl)cc2s1 | 10
O=C(CCSc1ccccc1)NCC1CCN(c2ccncc2)CC1 | -11
O=C(NCc1cccnc1)C1CN(C(=O)c2ccc3c(c2)OCO3)C1 | -7
COCCN1COc2ccc3c(=O)c(Oc4cccc(OC)c4)c(C)oc3c2C1 | 7
CS(=O)(=O)c1ccc2nc(N(Cc3ccccc3)C(=O)c3cccc(F)c3)sc2c1 | 0
CC(=O)N1CCN(c2ccnc3c2c(=O)n(CC(=O)N2CCCc4ccccc42)c(=O)n3C)CC1 | -16&-1
CSc1ccc(Nc2ncccc2S(=O)(=O)Nc2ccccc2)cc1 | -4
COc1ccc(CC(=O)Nc2ccc3c(c2)OCC(C)(C)C(=O)N3CCC(C)C)cc1OC | -2
CN(C)S(=O)(=O)c1ccc(C(=O)Nc2cnn(C[C@H]3COc4ccccc4O3)c2)cc1 | -10
CC1(C)C2CCC1(CS(=O)(=O)NCCc1ccsc1)C(=O)C2 (stereo not given) | -2
COC(=O)c1ccc(C(=O)Nc2cc3ccccc3cc2NC(=O)c2ccc(C(=O)OC)cc2)cc1 | -8
CCOc1ccc(-c2ccc(C)c(NC(=O)c3sc(C)nc3C)c2)nn1 | -7
CCN1C(=O)C(C)(C)COc2ccc(NC(=O)c3cccc(OC)c3)cc21 | 22
O=C(CCc1ccccc1Br)Nc1ccc(CC(=O)NC2CC2)cc1 | -5
O=C(c1ccsc1)N1CCC(c2ccsc2)CC1 | -4
O=C(NCc1nnnn1-c1cccc(F)c1)c1c(F)cccc1Cl | -10
CNC(=O)c1nsc(C(=O)NCc2ccc(C(F)(F)F)cc2)c1N | -8
O=[N+]([O-])c1ccc(C=NNC(=Nc2ccccn2)c2ccccn2)cc1 | -1
O=C(Cc1ccccc1Cl)N(Cc1cnc2ccccn12)C1CC1 | 2
Cc1nc(-c2ccco2)sc1CNC(=O)Cc1cn(C)c2ccccc12 | 11
Cc1ccc(C)c2[nH]c(=O)c(CCNC(=S)NCCn3ccc4ccccc43)cc12 | -3
CC(C)=CCC/C(C)=C/CCC(C)=NO | -21
COc1ccc2sc(Nc3nc(-c4ccccn4)cs3)nc2c1 | -4
Cc1cc(C(=O)Nc2cc(C)nn2-c2nc3ccc(F)cc3s2)n(C)n1 | 2
CC(=NNC(=O)C(c1ccncc1)N1CCOCC1)c1ccc(Br)cc1 (stereo not given) | 2
COc1ccc2nc(-c3ccc(F)c(NC(=O)c4cc(Cl)ccc4OC)c3)cn2n1 | -24
O=C(NCCc1ncc(-c2ccco2)[nH]1)c1ccsc1 | 1

The list goes on.
compound | PriA SSB inh
O=S(=O)(NCCc1ccoc1)c1ccccc1Cl | -6
Cc1cc(-c2nnc(NC(=O)c3cc(C)on3)o2)n(C)n1 | -5
Cc1cc(C)c(NC(=O)Cn2cnc3c(sc4cccc(F)c43)c2=O)c(C)c1 | 2
CC(=O)c1ccc(NC(=O)CSc2nc(CC(N)=O)cc(=O)[nH]2)cc1 | 3
COc1ccc(S(=O)(=O)Nc2nc(C)c(C(=O)Nc3ccc4c(c3)OCO4)s2)cc1 | 24
O=C(NCc1cc(-c2ccc(F)cc2F)on1)c1ccc(-n2cccc2)cc1 | -11
CC(=O)N1CC(C(=O)NCc2ccccc2Cl)C1 | -6
CCCN1CCCc2cc(CCNC(=O)C(=O)NCCc3ccccc3)ccc21 | 44
Cc1nc2c([nH]1)CC(C(=O)N1CCN(c3ncccn3)CC1)CC2 (stereo not given) | -25
COc1ccc(NC(=O)CC2SC(=Nc3nccs3)N(C)C2=O)cc1 (stereo not given) | -3
CCOc1ccccc1C(=O)Nc1nonc1-c1ccccc1 | -12
O=C(NCc1cccnc1)C(=O)NCC1OCCCN1S(=O)(=O)c1cccs1 (stereo not given) | -11
COc1cc(NC(=O)CS(=O)(=O)c2ccc(Cl)s2)cc(OC)c1 | -13
CC(=NNC(=O)c1ccoc1C)c1cccnc1 | -2
O=C(NCc1cccc(Br)c1)c1cccc2[nH]ccc12 | -17
COC(=O)N1CCc2ccc(NS(=O)(=O)c3ccccc3Br)cc2C1 | 1
CCCCOc1ccc(C(=O)Nc2ccc3ncsc3c2)cc1 | -17&10
CCOC(=O)c1sc(NC(=O)c2sc3ccccc3c2Cl)nc1-c1ccccc1 | -13&0
Cc1ccc(C)c(N2CCN(C(=O)c3cn(-c4cccc(Cl)c4)nn3)CC2)c1 | -14
CCOc1ccc(NC(=O)Cn2c(=O)n(Cc3ccccc3)c(=O)c3sc4ccccc4c32)cc1 | -5
Cn1c(COc2ccc3c(c2)OCO3)n[nH]c1=S | 12
CCN1C(=O)Cc2cc(NS(=O)(=O)c3cnn(C)c3)ccc21 | -18
NS(=O)(=O)c1ccc(CCNC(=O)CSc2nc3ccccc3c(=O)n2CC2CCC(C(=O)NCc3ccco3)CC2)cc1 (stereo not given) | -11
Cc1cccc(C)c1NC(=O)CSc1nnc(C)c(=O)n1N | -8
O=C(NCC1CCCN1c1ccccc1)c1ccc2nsnc2c1 (stereo not given) | 17
Cc1cccnc1Nc1nc(-c2csc(C)c2C)cs1 | -11
Cn1ccc(C(=O)Nc2ccc(Cl)cc2C(=O)c2ccccc2)n1 | -8
Cc1cc(C(=O)Nc2c(Br)cc(Br)cc2Br)ccc1[N+](=O)[O-] | 6
COc1cccc(C(=O)Nc2nnc(-c3ccc4c(c3)OCO4)o2)c1OC | -44
Cc1ccccc1C(=O)NCCc1ncc(-c2ccco2)[nH]1 | 1

3 structures out of the list, arranged by molar mass, highest first:
compound | PriA SSB inh
O=C(NCc1cccc(Br)c1)c1cccc2[nH]ccc12 | -17
CC(C)NC(=O)C(=O)NCCN1CCOC(c2ccccc2)C1 (stereo not given) | -3
CC(C)=CCC/C(C)=C/CCC(C)=NO | -21

Reprinted at random: two records from the list.
compound | PriA SSB inh
Cc1nc2c([nH]1)CC(C(=O)N1CCN(c3ncccn3)CC1)CC2 (stereo not given) | -25
COc1cc(NC(=O)CS(=O)(=O)c2ccc(Cl)s2)cc(OC)c1 | -13

(more compounds)
compound | PriA SSB inh
CCOC(=O)C1CCCN(C(=O)C2CCCN(c3ccc(-c4nc(C)no4)cn3)C2)C1 (stereo not given) | -13
O=C(NCc1ccccn1)C(=O)NC[C@@H](c1ccco1)N1CCN(c2ccc(F)cc2)CC1 | -2
CCOC(=O)c1c(NC(=O)CCN2CCN(C)CC2)sc(C)c1-c1ccc(Cl)cc1 | 10
O=C(Nc1nc2c(s1)CCC2C(=O)N1CCN(c2ccccc2F)CC1)c1ccc2c(c1)OCO2 (stereo not given) | -1
Cc1cc(C=Nn2cnnc2)c(O)c([N+](=O)[O-])c1 | -3
COc1ccccc1NC(=O)C(=O)NC[C@H](OC)c1cccc(F)c1 | -6
CCOc1ccc(S(=O)(=O)Nc2ccc3c(c2)N(C(=O)c2cccs2)CC3)cc1F | 9
COc1ccc(C=NNC(=O)c2[nH]nc3c2CCc2ccccc2-3)cc1OC | -9
O=C(CCCSc1ccc(Cl)cc1)Nc1nc(-c2ccccn2)cs1 | 5
CCC(=O)Nc1ccc(C(=O)NCCNC(=O)NCc2ccc(F)cc2)cc1 | 10
COc1ccccc1Cn1c(N)c(C(=O)NCc2cccs2)c2nc3ccccc3nc21 | -8
Cc1noc(-c2cccnc2N2CCC(NC(=O)c3cc4ccccc4[nH]3)C2)n1 (stereo not given) | -14
NS(=O)(=O)c1ccc(C(=O)Nc2ccc(-c3cn4c(n3)SCC4)cc2)cc1 | 13
CC(C)(C)NCC1(CO)SC(=N)NC1=O (stereo not given) | -12
O=C1C2C(C(=O)N1N=Cc1cc([N+](=O)[O-])c(O)cc1O)C1C=CC2C12CC2 (stereo not given) | -5
Cc1ccccc1-c1ccc(N2CCC(C(=O)NCc3ccco3)CC2)nn1 | -8
Cc1cc(C)n(CCC(=O)Nc2cccnc2)n1 | -11
O=C(NCc1ccc2c(c1)OCO2)C1CCCN(c2ccc(-c3ccco3)nn2)C1 (stereo not given) | -1&6
COc1ccc(-n2c(C)nc3ccc(NC(=O)c4ccccn4)cc3c2=O)cc1 | 0
Cc1noc(-c2cn(CCNC(=O)c3n[nH]c4c3CCCC4)nn2)n1 | -4
CCN(CC)c1ccc(C=NNC(=O)C(O)c2ccccc2)cc1 (stereo not given) | 13
O=C(COc1ccc(Cl)cc1)Nc1ccc2c(c1)N(C(=O)C1CC1)CCC2 | -17&-14
COC(=O)c1sc(-c2ccccc2)cc1NC(=O)c1ccc(S(=O)(=O)C(C)C)cc1 | 0
COc1cc(=O)n(-c2ccc(F)cc2)nc1C(=O)N1CCN(C(c2ccccc2)c2ccccc2)CC1 | -2
O=C(c1ccc(C(F)(F)F)nc1)N1CCC(Cc2n[nH]c(=O)n2-c2ccccc2F)CC1 | 0
O=C(CCc1csc(NC(=O)c2cccs2)n1)Nc1ccc2c(c1)OCO2 | -8
CCc1ccc(-c2csc(/C(C#N)=C/Nc3ccc(C(=O)OCCN(CC)CC)cc3)n2)cc1 | -3
COc1cccc(C(=O)Oc2ccc(C=NNc3ccc(C(=O)O)cc3)cc2OC)c1 | 0
CN(C)S(=O)(=O)N1CCC2(CC1)OC(=O)c1ccccc12 | -7
Cc1cc(C)cc(NC(=O)Cn2cnc3c(sc4cccc(F)c43)c2=O)c1 | -2
O=C(Nc1sc2ccccc2c(=O)c1-c1cccc(Cl)c1)c1ccco1 | -15
COc1ccc(CNC(=O)NCc2cccnc2-c2ccsc2)cc1OC | -8
O=C(NCC1CCN(c2ccccn2)CC1)Nc1ccc(Cl)c(Cl)c1 | -6

Compounds listed so far with a CF3 group, in the order listed:
compound | PriA SSB inh
CNC(=O)c1nsc(C(=O)NCc2ccc(C(F)(F)F)cc2)c1N | -8
O=C(c1ccc(C(F)(F)F)nc1)N1CCC(Cc2n[nH]c(=O)n2-c2ccccc2F)CC1 | 0

Some values from the entries so far:
Entry of Cc1ccccc1-c1ccc(N2CCC(C(=O)NCc3ccco3)CC2)nn1 under PriA SSB inh: -8
Entry of Cc1noc(-c2cn(CCNC(=O)c3n[nH]c4c3CCCC4)nn2)n1 under PriA SSB inh: -4
Entry of CCOC(=O)c1c(NC(=O)CCN2CCN(C)CC2)sc(C)c1-c1ccc(Cl)cc1 under PriA SSB inh: 10
Entry of COC(=O)c1sc(-c2ccccc2)cc1NC(=O)c1ccc(S(=O)(=O)C(C)C)cc1 under PriA SSB inh: 0

This is a subset. The share of hits here may be higher or lower than overall.
